Screening data (PubChem BioAssay)
Pf Dd2 growth – inhibitors of Plasmodium falciparum Dd2 growth; AID 1347417; hit rate 4.3% among 120,000; Potency, µM (highest dose often 28.9 µM), inactives show top-dose activity, negative = inhibition, actives largely listed as inhibitors; P. falciparum Dd2 growth, SYBR Green, 72 h; active = well fitted inhibition curve with a large enough effect; inconclusive = small, poorly fitted or top-dose-only effect; inactive = no such curve, though single readings can be large or run the other way;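 also: plate controls were DMSO vehicle for no effect and reference drug for full effect; nearly all actives have a fitted effect of over 65% in size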
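Readout: SYBR Green fluorescence, 485 nm excitation, 535 nm emission, after ~16 h lysis at 37C. Before that, Dd2-infected red cells (2.5% hematocrit) grew 72 h with compound, 29 uM top final concentration.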
Active calls of the source: *; i = inactive; ? = inconclusive; [ ] = another dose, or the depositor's remark. Potency is read from the fitted curve at half-maximal effect. The list is partial (hit frequency here may not be typical).

nr	structure	Pf Dd2 growth
1	CCN(CC)C(=O)c1ccc(Nc2nnc(-c3ccc(C)c(S(=O)(=O)NC)c3)c3ccccc23)cc1	3.16µM*
2	O=C1CCN(C(=O)C2CCN(C(=O)CCc3ccccc3)CC2)CCCCCCN1	-1.4%
3	COc1ccc(CCNC(=O)c2ccc(Cn3c(=O)c4ccccc4n(Cc4ccccc4Cl)c3=O)cc2)cc1OC	36.9%[activator]
4	Cc1ccsc1C(=O)N1CCN(c2cc(-c3ccc(Cl)cc3)[nH]n2)CC1	-0.4%
5	CCCOc1ccc(CNC(=O)C2CCN(c3nn4c(=O)cc(C)nc4s3)CC2)cc1	-0.2%
6	CC(=O)Nc1ccc(C(=O)N2CCC3(CC2)CN(C)CCN3C)c(C)c1	-8.5%
7	O=C(Nc1ccccc1)N(Cc1ccc(F)cc1)c1ccccn1	-8.8%
8	COC1CCC12CCN(C(=O)c1ccc(C#N)cc1)CC2 (stereo unspecified)	19.6%
9	Cc1coc2c1c(C)cc1oc(=O)c(CC(=O)NCc3ccc(Cl)cc3)c(C)c12	14.2%
10	FC(F)(F)c1ccc(N2C3CCC2CN(CC2CCCC2)C3)cc1	?
11	N#Cc1cccc(C(=O)Nc2ccc([C@@H](O)[C@H]3COCC(=O)N3)cc2)c1	-20.5%[44.1 µM]
12	CN(C)C(=O)c1ccc2c(c1)n(Cc1ccc(F)cc1)c(=O)c1ccnn12	10µM*
13	O=C1NC2(CCN(C(=O)c3ccc(C(F)(F)F)cc3)CC2)Oc2ccccc21	i
14	COc1cccc(CNC(=O)c2ccc3c(c2)nc2n3CCCCC2)c1OC	?
15	CN(C)C(=O)c1c(NC(=O)c2ccccc2F)sc2c1CCCC2	5.5%
16	O=C(Cc1ccsc1)N1CC(c2nnc(-c3ccncc3)o2)C2(CCOCC2)C1 (stereo unspecified)	i
17	O=C1NCCCCCN(S(=O)(=O)c2cccc(F)c2)[C@H]2CCCC[C@@H]12	14.1%
18	CCOc1ccccc1-n1nnc(-c2nc(-c3ccccc3C)no2)c1C	-0.1%
19	O=C(c1ccccc1Cl)N1CCCN(c2cc(-c3ccc(F)cc3)[nH]n2)CC1	?
20	O=C1Nc2cnccc2C2(CCN(C(=O)c3cccnc3)C2)O1 (stereo unspecified)	-8.5%[44.1 µM]
21	CCC(C(=O)N1CCCN(c2cc(-c3ccc(OC)cc3)[nH]n2)CC1)c1ccccc1 (stereo unspecified)	?
22	Cn1nccc1C(=O)N1CCCCCCNC(=O)[C@@H]2C[C@@H](c3nc(Cc4ccccc4)no3)C[C@@H]21	-17.4%
23	COc1ccc(CC(=O)Nc2sc3c(c2C(=O)Nc2ccc(C)cc2)CCCCC3)cc1	-23.0%
24	Cc1ccc(-c2cccc(C(=O)N3CC[C@](C)(O)[C@H](C)C3)c2)o1	-12.9%
25	COC(=O)c1cnc(NCc2ccc(F)cc2)c2ccccc12	-3.5%
26	CC(=O)N1CCN(C[C@@H]2C=C(C)[C@H](Cc3nnc(-c4cccnc4)o3)C[C@H]2C(C)C)CC1	7.94µM*
27	O=c1n(-c2ccc([N+](=O)[O-])cc2)nc2n1CCN(Cc1ccc(F)cc1)C2	-0.2%
28	CCOc1cc2c(cn1)NCCN(Cc1ccncc1Cl)C2	28.2%[44.1 µM]
29	O=C(Nc1ccccc1)N1CCCC(c2nc(CCOc3ccc(F)cc3)no2)C1 (stereo unspecified)	-28.7%
30	CCc1nc(CC)n2ccn(Cc3ccc(C#N)cc3)c(=O)c12	?
31	O=C(Nc1ccc(Cl)nc1)c1cccn2cncc12	i
32	COCCOc1ccc(C(=O)N[C@@H]2CN(C(=O)Nc3cccc(C#N)c3)CCC[C@H]2O)cc1	i
33	CC(CCc1ccccc1)NC(=O)CN1C(=O)NC(c2ccc(Cl)cc2)C2=C1COC2=O (stereo unspecified)	?
34	CN1c2cc(C(=O)Nc3ccc(Br)cc3)ccc2C(=O)N2CCCCCC21 (stereo unspecified)	-20.8%
35	CCOC(=O)c1ccc(NC(=O)c2cn3c4c(ccc(Cl)c4c2=O)OC(C)C3)cc1 (stereo unspecified)	-2.4%
36	COc1ccc(-c2ccc(NS(=O)(=O)c3ccc(C(C)=O)cc3)cc2)nn1	-11.6%
37	Cc1cn2nc(C(=O)Nc3ccc(F)c(F)c3)cc2c(N(C)Cc2ccccc2)n1	?
38	Cc1ccc2onc(CC(=O)N3CCN(c4ccc(Cl)cc4)CC3)c2c1	12.3%
39	Cc1ccc(NC(=O)CN2C(=O)CSc3ccc(S(=O)(=O)N(C)C)cc32)c(C)c1	23.2%
40	CC1Cn2c(C(=O)NCCc3ccc(Cl)cc3)cc3cccc(c32)S1 (stereo unspecified)	i
41	Cc1cccn2c3c(c(=O)nc12)C(c1cccc(F)c1)CC(=O)N3 (stereo unspecified)	13.5%
42	CC(=O)N1C[C@@H](C(=O)NCc2ccc3c(c2)OCO3)[C@H](c2nc(C)no2)C1	-4.5%
43	CN(C)c1ccc(C(=O)NC[C@H]2C[C@@H]3CCN2C[C@@H]3CN2CCCCC2)cc1	27.0%[44.1 µM]
44	C[C@H]1CCCN1C(=O)c1nnc(CNCCCn2ccnc2)n1-c1ccccc1	17.5%[44.1 µM]
45	O=C(CCCCCn1c(=O)c2sccc2n(Cc2ccc(Cl)cc2)c1=O)NCc1ccc2c(c1)OCO2	?
46	CC(=O)c1ccc(NC(=O)N2C[C@@H]3C[C@H](C2)c2ccc(NC(=O)c4ccncc4)c(=O)n2C3)cc1	-18.0%
47	CC(C)n1nc(OC(C)(C)C(=O)NCCOc2ccccc2)c2cc(CN3CCOCC3)ccc21	?
48	Cc1ccc(C(=O)N2CCn3c(nn(-c4ccc(C)cc4)c3=O)C2)cc1	-8.7%
49	CCOc1ccc(NC(=O)CC2C(=O)N(c3ccc(C)cc3)C(=O)N2CCC2=CCCCC2)cc1 (stereo unspecified)	i
50	Cc1ccc(CSCc2ccc(C(=O)NCCc3ccc(Cl)cc3)o2)cc1	-4.3%
51	O=C(CN1C(=O)COc2ccc(S(=O)(=O)N3CCCCC3)cc21)NCc1ccc(Cl)cc1	17.1%
52	NC(=O)[C@@H]1CN(C(=O)CC2CCCC2)C[C@H]1COc1ccccc1	-28.0%
53	CC(C)[C@@H]1CN(C(=O)c2scc3c2CCCC3)C[C@H]1NS(C)(=O)=O	-6.8%
54	O=C([C@H]1O[C@H](CCN2CCOCC2)CC[C@@H]1O)N1CCN(c2ccccc2)CC1	?
55	CCNC(=O)O[C@@H]1CO[C@H]2[C@@H]1OC[C@@H]2NC(=S)Nc1ccc(N(C)C)cc1	i
56	O=C(NCc1ccccc1Cl)C1=Cc2cc(Br)ccc2OC1	2.2%
57	O=C1C2=C(Nc3ccccc3SC2c2ccc(C(F)(F)F)cc2)c2ccccc21 (stereo unspecified)	4.47µM*
58	O=C1Nc2ccccc2CC12CCCN2Cc1ccc(F)cc1 (stereo unspecified)	?
59	O=C(CSc1ccc(-c2cccs2)nn1)Nc1ccccc1	-11.9%
60	CCn1c(C)c(C)c2cc(C(=O)NCCc3cc(OC)ccc3OC)ccc21	?

Later entries.
nr	structure	Pf Dd2 growth
61	COCCC1(CO)CCCN(Cc2cc(Cl)cc(OC)c2OC)C1 (stereo unspecified)	?
62	CC(C)c1ccc(C(=O)Nc2cc(-c3ccccc3F)nn2-c2ccccc2)cc1	?
63	O=C(O)CCC(=O)N[C@H]1CCN2C(=O)c3cc(-c4ccccc4F)ccc3NC(=O)[C@H]12	4.0%[44.1 µM]
64	O=C1CC2(CCN(C(=O)c3ccc(C(F)(F)F)cc3)CC2)Oc2ccccc21	?
65	O=C(c1ccccc1)N1CCC(N2CC3CC(C2)[C@H]2CCCC(=O)N2C3)CC1 (stereo partly specified)	11.6%
66	C[C@@H]1CN(Cc2noc(C3CCCC3)n2)CC[C@@]1(O)C1CCC1	-23.7%
67	Cc1cc(F)ccc1OCC(=O)c1ccc2c(c1)N(C(C)C(=O)N1CCCCC1)C(=O)CO2 (stereo unspecified)	-9.1%
68	O=C(c1[nH]ncc1Cl)N1CCOC(Cc2cccc(C(F)(F)F)c2)C1 (stereo unspecified)	?
69	CC[C@H]1CN2CC[C@H]1C[C@@H]2CNC(=O)Nc1cccc(SC)c1	?
70	CC(C)c1ccc(CN2CC(COc3ccccc3)C3(C2)CN(C(=O)c2cn[nH]c2)C3)cc1 (stereo unspecified)	-15.8%
71	Cc1c(Cl)cccc1Nc1nc2ccc(C(=O)c3ccccc3)cc2n2cnnc12	-28.1%
72	CCc1nnc2ccc(N3CCCCC3)nn12	-22.2%
73	COC(=O)c1ccccc1Nc1nc(-c2ccccc2)no1	-13.6%
74	CCc1ccccc1N1CC(c2nc3ccccc3n2CCCCOc2ccccc2)CC1=O (stereo unspecified)	31.7%[activator]
75	COc1ccc(Cc2nc3nccc(-c4ccc(F)cc4)n3n2)cc1	i

4 of the compounds above, field by field:
72. CCc1nnc2ccc(N3CCCCC3)nn12
  Pf Dd2 growth: -22.2%
73. COC(=O)c1ccccc1Nc1nc(-c2ccccc2)no1
  Pf Dd2 growth: -13.6%
74. CCc1ccccc1N1CC(c2nc3ccccc3n2CCCCOc2ccccc2)CC1=O (stereo unspecified)
  Pf Dd2 growth: 31.7%[activator]
75. COc1ccc(Cc2nc3nccc(-c4ccc(F)cc4)n3n2)cc1
  Pf Dd2 growth: i

Next part:
nr	structure	Pf Dd2 growth
76	Cc1cnc(C2CCNC2)n1Cc1ccc(F)cc1 (stereo unspecified)	13.8%
77	COc1ccccc1C(=O)N1CCCn2nc(C)c(-c3ccccc3OCc3ccccc3)c21	?
78	Cc1c(CCNC(=O)c2ccc(C(C)(C)C)cc2)sc2nc(-c3ccc(F)cc3)nn12	11.2µM*
79	Cc1ccc(OCC(=O)N2CCC(c3noc(-c4ccccn4)n3)C2)cc1 (stereo unspecified)	?
80	COCc1nncn1C1CCN(C(=O)c2ccc(C)s2)CC1	-1.9%
81	COc1ccccc1CNC(=O)CN1C(=O)CCn2nc(-c3ccccc3)cc21	?
82	Cc1ccccc1-c1cc(C(=O)NCc2cccnc2)c2c(c1)ncn2C	i
83	COc1ccccc1N1CCN(CCCNC(=O)Cn2ncc3c([nH]c4ccccc43)c2=O)CC1	12.8%
84	O=C(NCc1ccc(F)cc1)N1CCCC(Cn2c(C3CC3)nc3cccnc32)C1 (stereo unspecified)	i
85	CC(=O)Nc1ccc2nc(SCCOc3ccccc3)sc2c1	-24.8%
86	Cc1n[nH]c(C)c1CCC(=O)NCC1CCN(c2cc(-c3ccccc3)[nH]n2)CC1	i
87	O=C(NCCc1ccncc1)C1CN(C(=O)c2ccsc2)CC12CCOCC2 (stereo unspecified)	-10.8%
88	CC(C)CCN1CCCC2(COc3ccccc3C(=O)N2)C1 (stereo unspecified)	?
89	CCOC(=O)c1c(C)[nH]c(C)c1S(=O)(=O)NCC(=O)Nc1cc(C)ccc1OC	23.8%
90	COc1ccc(/C=C/C(=O)Nc2ccc(Cl)c(Cl)c2)cc1OC	?
91	CCc1ccc(NC(=O)c2ccc(F)c(S(=O)(=O)N3CCC4(CC3)OCCO4)c2)cc1	?
92	Fc1ccc(Cc2noc(-c3nc(-c4ccccc4)no3)n2)cc1	-2.3%
93	CC(=O)c1cccc(NC(=O)CCCSc2nc(-c3ccco3)cc(C(F)(F)F)n2)c1	3.0%
94	CC1Oc2ccc(NC(=O)c3ccccc3F)cc2CN(Cc2ccccc2F)C1=O (stereo unspecified)	i
95	COc1cc(OC)cc(C(=O)N2CCC3(CC2)NC(=O)N(c2cccc(Cl)c2)N3)c1	?
96	COCCN(Cc1nccs1)C(=O)c1oc2ccc(C)cc2c1C	?
97	CCCCC(CC)CNC(=O)CCCCn1c(=O)[nH]c2ccsc2c1=O (stereo unspecified)	-18.6%
98	CCc1ccc(Sc2cc(C(=O)NC(C)CC)c3ccccc3n2)cc1 (stereo unspecified)	-9.1%
99	CCCn1cc(S(=O)(=O)c2ccc(CC)cc2)c(=O)c2ccccc21	10.8%
100	CS(=O)(=O)N1CCCN(C(=O)c2ccccc2C2CCNC2)CC1 (stereo unspecified)	-4.1%
101	c1cncc(-c2ccnc(NCCc3csc(-c4ccncc4)n3)n2)c1	-6.7%
102	COc1ccc(-c2[nH]nc3ncc(-c4ccccc4F)nc23)cc1F	?
103	COc1ccccc1-c1nnc(C2CCN(C(=O)c3ccc(C)cc3)CC2)o1	i
104	Cn1c2c(c3ccccc31)CN(C(=O)Nc1cccc(Br)c1)CC2	?
105	Cc1cc(C(=O)Nc2ccc([C@@H](O)[C@H]3COCC(=O)N3CC(C)C)cc2)n(C)n1	?
106	CC(C)(C)C(=O)Nc1nc2c(s1)C[C@@H]1[C@](C)(CO)[C@H](O)CC[C@@]1(C)[C@@H]2CC(=O)NC1CCCC1	?
107	CCS(=O)(=O)NCC1(COc2ccccc2)C[C@@H](O)[C@@H](O)C1 (stereo partly specified)	-6.0%[44.1 µM]
108	COc1cccc(-c2cc(C(=O)Nc3cnn(Cc4ccc(Cl)cc4Cl)c3)no2)c1	49.0%[activator][5.79 µM]
109	CCC(=O)N1c2ccc(S(=O)(=O)CCC(=O)NCc3cccc(OC)c3)cc2CC1C (stereo unspecified)	5.0%
110	CN(C)CCNC(=O)C[C@@H]1CCNC[C@@H]1Cc1cc(CN(C)Cc2ccccc2)on1	-7.4%[44.1 µM]
111	O=C([C@@H]1C[C@H](F)CN1C(=O)c1ccc(F)cc1)N1CCOCC1	10.7%
112	CCOc1ccc(NC(=O)NCCCN2CCN(c3ccc(F)cc3)CC2)cc1	i
113	CCC(=O)N(C1CCOCC1)C1CCN(S(=O)(=O)c2ccc(Cl)c(C)c2)CC1	?
